T cruzi growth = T. cruzi proliferation inhibition. inhibition, % at 8.34 µM. 77,000 compounds, 5.9% hits. T. cruzi beta-gal in NIH3T3, GalScreen luminescence, 90 h;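 active = mean inhibition above about 93%, with at least 55% of replicates each passing it, limit read from the data, passing the limit was not always enough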
Pf Dd2 inh = P. falciparum Dd2 growth inhibition; 94,000 compounds, 2.3% hits; activity change, % at 10 µM; SYBR Green, 72 h; stronger effect = lower value; in the data active = activity change below about -80%
GASC1 inh = blocks human GASC-1 (KDM4C) demethylase activity; 96,000 compounds, 0.15% hits; Q9H3R0; inhibition, % at 12.5 µM; GST-KDM4C 2-372, H3K9me3 peptide, LANCE TR-FRET;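 active = mean replicate inhibition above about 25%, with at least 55% of replicates also reaching it, limit read from the data, passing the limit was not always enough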
Target sequence (Q9H3R0 2-372 limits assumed): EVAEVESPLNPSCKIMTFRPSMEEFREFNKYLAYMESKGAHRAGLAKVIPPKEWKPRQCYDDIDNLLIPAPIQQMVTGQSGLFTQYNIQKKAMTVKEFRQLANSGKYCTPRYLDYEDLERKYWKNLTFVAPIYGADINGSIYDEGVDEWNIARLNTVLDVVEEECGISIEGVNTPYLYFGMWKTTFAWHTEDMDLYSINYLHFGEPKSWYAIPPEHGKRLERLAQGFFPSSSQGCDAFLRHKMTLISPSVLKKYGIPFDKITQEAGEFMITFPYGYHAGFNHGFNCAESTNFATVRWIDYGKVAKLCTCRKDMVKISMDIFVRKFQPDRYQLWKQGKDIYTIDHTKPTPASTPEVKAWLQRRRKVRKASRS
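Material: GST-tagged GASC-1 (JMJD2C) catalytic fragment, aa 2-372. Input: enzyme final amount 10 nM. Medium: HEPES buffer, pH 7.5, plus ascorbate. Reagent: H3K9me3 peptide substrate, Fe(II), 2-oxoglutarate. Doses: single dose. Times: reaction 30 min RT, detection step 1 h RT. Measured by: LANCE TR-FRET. Evaluation: Fall in 671/618 emission ratio as inhibition.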
C diff growth = C. difficile growth inhibition; Clostridium difficile clinical isolate growth, OD600, 24 h; stronger effect = lower value; 86,000 compounds, 0.25% hits; growth activity, negative = inhibition, % at 16 µg/mL (by protocol); AID 1259249;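 active = mean growth activity at or below -80% and every replicate also at or below -80%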;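 also: 0% = DMSO wells and -100% = levofloxacin 16 µg/mL wells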
Active calls of the source: *; . = not tested or not shown; & = joins results of further samples. Compounds as they come; any-hit rate near 6.7%.

Keys: A = T cruzi growth; B = Pf Dd2 inh; C = GASC1 inh; D = C diff growth
C[C@H](NC(=O)C[C@@H]1C[C@@H]2c3cc(NC(=O)NC4CCCC4)ccc3O[C@@H]2[C@@H](CO)O1)c1ccccc1
  A: 16	B: 1	C: -2.3	D: .

CCC(=O)N1[C@H](CO)[C@H](c2ccccc2)[C@H]1CN(CC)C(=O)c1ccccc1
  A: 60	B: 22	C: 4.2	D: 5

CNC(=O)C[C@H]1CC[C@@H]2[C@H](COc3ccc(NC(=O)c4cccc(F)c4)cc3C(=O)N2C)O1
  A: -32&61	B: 1&-4	C: 2.9&-1.1	D: -3&8

C[C@H]1CN([C@@H](C)CO)C(=O)Cc2cc(NS(C)(=O)=O)ccc2O[C@@H]1CN(C)Cc1ccncc1
  A: 6	B: -4	C: -0.3	D: 0

N#C[C@@H]1[C@H](c2ccc(C3=CCCC3)cc2)[C@H](CO)N1C(=O)C1CCC1
  A: 103*	B: -3	C: -0.2	D: -4

CCC(=O)N1[C@@H](CO)[C@@H](c2ccccc2)C12CN(C(=O)Cc1ccccc1)C2
  A: .	B: -2	C: 7.9	D: 2

C[C@@H]1CCCCO[C@H](CN(C)C(=O)Cc2ccccc2)[C@@H](C)CN([C@H](C)CO)C(=O)c2cc(NC(=O)Nc3ccc(C(F)(F)F)cc3)ccc2O1
  A: 94	B: -13	C: -5.0	D: 4

O=C(C[C@H]1C=C[C@@H](NC(=O)c2cccc(F)c2)[C@@H](CO)O1)NCc1ccc(Oc2ccccc2)cc1
  A: 43	B: 5	C: -2.8	D: -5

C[C@@H]1CN([C@H](C)CO)C(=O)Cc2cc(NS(=O)(=O)c3cccs3)ccc2O[C@@H]1CN(C)S(=O)(=O)c1cccs1
  A: 44	B: -16	C: 1.2	D: .

CO[C@@H]1CN(C)C(=O)c2cc(NS(C)(=O)=O)ccc2OC[C@@H](C)NC[C@H]1C
  A: 13	B: 17	C: -0.5	D: 1

C/C=C/c1ccc([C@@H]2[C@@H](CNC(=O)c3ccncc3)N(C(=O)CC)[C@H]2CO)cc1
  A: 65	B: -3	C: 3.4	D: -10

CCCNC(=O)C[C@H]1CC[C@@H]2[C@H](COC[C@@H](O)CN2Cc2ccncc2)O1
  A: -32	B: 10	C: 4.5	D: .

Cc1noc(C)c1NC(=O)N(C)C[C@@H]1Oc2c(NS(=O)(=O)c3cn(C)cn3)cccc2C(=O)N([C@@H](C)CO)C[C@H]1C
  A: 108	B: 41	C: 0.8	D: -6

COc1ccc2c3c(n(C)c2c1)[C@H](CO)N(Cc1ccccc1F)CC31CN(C(=O)C2CCOCC2)C1
  A: .	B: -9	C: -1.6	D: 2

Cc1noc(C)c1NC(=O)N(C)C[C@H]1OCCCC[C@@H](C)Oc2ccc(NS(=O)(=O)c3cccs3)cc2C(=O)N([C@@H](C)CO)C[C@H]1C
  A: 27	B: -10	C: 0.0	D: 10

CC(C)NC(=O)NCC[C@H]1CC[C@H](NS(=O)(=O)c2ccccc2)[C@@H](CO)O1
  A: .	B: 22	C: 1.0	D: -3

Cc1noc(C)c1S(=O)(=O)Nc1ccc2c(c1)C(=O)N([C@H](C)CO)C[C@H](C)[C@H](CN(C)S(=O)(=O)c1ccccc1)O2
  A: -115	B: -5	C: 1.0	D: .

C[C@@H]1CN([C@@H](C)CO)C(=O)c2cc(C#CCc3ccccc3)cnc2O[C@@H]1CN(C)CC1CC1
  A: .	B: -74	C: 2.5	D: 12

C[C@@H]1CN([C@@H](C)CO)S(=O)(=O)c2ccc(C#Cc3ccncc3)cc2O[C@@H]1CN(C)C(=O)C1CCC1
  A: -106	B: -20	C: -1.8	D: 2

CNC[C@@H]1Oc2c(NS(=O)(=O)c3c(C)noc3C)cccc2C(=O)N([C@@H](C)CO)C[C@@H]1C
  A: 67	B: 37	C: 0.4	D: 3

O=C(C[C@H]1C[C@@H]2c3cc(NC(=O)NC4CCCCC4)ccc3O[C@@H]2[C@@H](CO)O1)NCc1cccnc1
  A: 14	B: 17	C: -0.1	D: 1

CCC(=O)N[C@H]1CC[C@H](CC(=O)NCCN2CCCCC2)O[C@@H]1CO
  A: -120	B: -14	C: -0.7	D: .

COC(=O)C[C@H]1CC[C@@H]2[C@@H](COc3ccc(NS(=O)(=O)c4ccc(C)cc4)cc3C(=O)N2C)O1
  A: 21	B: -27	C: -3.6	D: 12

C[C@@H]1CN([C@H](C)CO)C(=O)Cc2cc(NS(C)(=O)=O)ccc2O[C@@H]1CN(C)S(=O)(=O)c1ccc(Cl)cc1
  A: 9	B: -11	C: 0.2	D: 4

C[C@@H]1CN([C@@H](C)CO)C(=O)Cc2cc(NC(=O)Nc3cccc4ccccc34)ccc2O[C@H]1CN(C)Cc1ccc(C(=O)O)cc1
  A: .	B: 1	C: 0.1	D: -2

COc1cccc(C(=O)Nc2ccc3c(c2)OC[C@@H](C)NC[C@H](C)[C@@H](OC)CN(C)C3=O)c1
  A: -27	B: 13	C: -0.9	D: .

C[C@@H]1CN([C@H](C)CO)C(=O)Cc2cc(NC(=O)c3ccncc3)ccc2O[C@@H]1CN(C)C(=O)Nc1ccc2c(c1)OCO2
  A: 14	B: 2	C: 0.0	D: 3

O=C1CNC[C@@H]2[C@@H](c3ccc(-c4ccccc4F)cc3)[C@H](CO)N12
  A: .	B: -20	C: 2.4	D: -2

C[C@H]1CN([C@@H](C)CO)C(=O)c2cc(C3=CCCC3)cnc2O[C@@H]1CN(C)S(=O)(=O)c1cn(C)cn1
  A: 62	B: 15	C: 2.9	D: 0

COc1ccc(CN(C)C[C@H]2Oc3c(NS(=O)(=O)c4cn(C)cn4)cccc3C(=O)N([C@H](C)CO)C[C@H]2C)cc1
  A: -3	B: 24	C: -0.2	D: -4

N#Cc1cccc(-c2ccc([C@H]3[C@H](CO)N4CCCCN(C(=O)Nc5cccc(F)c5)C[C@@H]34)cc2)c1
  A: 105*	B: -66	C: -2.0	D: 12

COc1ccc(S(=O)(=O)Nc2ccc3c(c2)C(=O)N([C@H](C)CO)C[C@H](C)[C@H](CN(C)S(=O)(=O)c2ccc(OC)cc2)OCCCC[C@H](C)O3)cc1
  A: 100*	B: -58	C: 0.1	D: -3

C[C@@H]1CN([C@H](C)CO)C(=O)c2cc(NC(=O)Nc3ccccc3)ccc2O[C@H]1CN(C)Cc1ccncc1
  A: 20	B: 30	C: 2.0	D: -2

CCC(=O)N(C)C[C@H]1Oc2cc(-c3cccc(F)c3)ccc2S(=O)(=O)N([C@@H](C)CO)C[C@@H]1C
  A: 69	B: -5	C: -0.1	D: -12

CC(C)NC(=O)Nc1ccc2c(c1)C(=O)N([C@H](C)CO)C[C@@H](C)[C@@H](CN(C)Cc1ccc3c(c1)OCO3)OCCCC[C@@H](C)O2
  A: -3	B: -48	C: 7.6	D: 1

CN1C(=O)c2cc(NC(=O)Nc3cccc(Cl)c3)ccc2OC[C@H]2O[C@@H](CC(=O)NCCc3ccncc3)CC[C@@H]21
  A: -9	B: -15	C: -2.6	D: 0

COc1ccc(CN(C)C[C@H]2OCc3cnnn3CCCC(=O)N([C@H](C)CO)C[C@H]2C)cc1
  A: -1	B: -1	C: 1.6	D: -2

O=C(CCN1CCCCC1)N[C@H]1CC[C@@H](CC(=O)N2CCC(Cc3ccccc3)CC2)O[C@@H]1CO
  A: 16	B: -23	C: 0.0	D: .

CCC(=O)Nc1ccc2c(c1)C(=O)N(C)C[C@H](OC)[C@H](C)CN(C(=O)c1ccncc1)[C@@H](C)CO2
  A: -30	B: -2	C: 2.4	D: .

CCCNC(=O)C[C@@H]1CC[C@@H]2[C@H](COc3ccc(NC(=O)NCCC)cc3C(=O)N2C)O1
  A: .	B: 10	C: 0.6	D: 11

O=C(Nc1ccccc1)N[C@H]1CC[C@H](CCn2cc(C3(O)CCCC3)nn2)O[C@H]1CO
  A: 8	B: -3	C: 0.4	D: 6

C[C@H](CO)N1C[C@H](C)[C@@H](CN(C)S(C)(=O)=O)OCCCC[C@H](C)Oc2ccc(NC(=O)c3ccncc3)cc2C1=O
  A: 77	B: -3	C: -0.1	D: 7

Cc1noc(C)c1NC(=O)N(C)C[C@@H]1Oc2c(NS(=O)(=O)c3c(C)noc3C)cccc2C(=O)N([C@H](C)CO)C[C@@H]1C
  A: 102*	B: 25	C: 0.2	D: 6

Cc1ccc(S(=O)(=O)Nc2ccc3c(c2)C(=O)N([C@H](C)CO)C[C@@H](C)[C@@H](CN(C)C(=O)Nc2ccccc2)OCCCC[C@H](C)O3)cc1
  A: -61	B: -45	C: -1.0	D: .

O=C(C[C@H]1CC[C@H]2[C@@H](COC[C@@H](O)CN2C(=O)Nc2ccc3c(c2)OCO3)O1)N1CCN(c2ccccc2)CC1
  A: .	B: 13	C: 3.9	D: 0&-3

Looked up by compound from above:
Keys: A = T cruzi growth; B = Pf Dd2 inh; C = GASC1 inh; D = C diff growth
Cc1noc(C)c1S(=O)(=O)Nc1ccc2c(c1)C(=O)N([C@H](C)CO)C[C@H](C)[C@H](CN(C)S(=O)(=O)c1ccccc1)O2
  A: -115	B: -5	C: 1.0	D: .

CCC(=O)N1[C@@H](CO)[C@@H](c2ccccc2)C12CN(C(=O)Cc1ccccc1)C2
  A: .	B: -2	C: 7.9	D: 2

Cc1noc(C)c1NC(=O)N(C)C[C@@H]1Oc2c(NS(=O)(=O)c3c(C)noc3C)cccc2C(=O)N([C@H](C)CO)C[C@@H]1C
  A: 102*	B: 25	C: 0.2	D: 6

N#C[C@@H]1[C@H](c2ccc(C3=CCCC3)cc2)[C@H](CO)N1C(=O)C1CCC1
  A: 103*	B: -3	C: -0.2	D: -4

Remaining list, next part
Keys: A = T cruzi growth; B = Pf Dd2 inh; C = GASC1 inh; D = C diff growth
CC(C)OC(=O)N(C)C[C@H]1OCc2cn(nn2)CCCC(=O)N([C@@H](C)CO)C[C@H]1C
  A: 5	B: 9	C: -1.3	D: 1

C[C@@H]1CN([C@@H](C)CO)C(=O)Cc2cc(NS(=O)(=O)c3ccc(Cl)cc3)ccc2O[C@H]1CN(C)Cc1ccc2c(c1)OCO2
  A: 78	B: -13	C: 0.7	D: 51

COc1ccc(-c2ccc([C@H]3[C@H]4CN(C(=O)c5ccc6c(c5)OCO6)CCCCN4[C@H]3CO)cc2)cc1
  A: 117*	B: -17	C: 0.1	D: 1

CC=Cc1ccc2n(c1=O)C[C@H]1[C@H](CO)[C@@H](C(=O)NCc3ccncc3)N(C(=O)NC3CCCC3)[C@@H]21 (mixture of isomers)
  A: 11	B: 2	C: 3.7	D: -2

Cc1cccc(-c2ccc([C@H]3[C@@H](CO)N4CCCCN(C(=O)c5ccncc5)C[C@@H]34)cc2)c1
  A: 79	B: 18	C: -0.5	D: 4

C[C@H](CO)N1C[C@H](C)[C@H](CN(C)C(=O)Nc2ccccc2F)Oc2cc(-c3cccc(C#N)c3)ccc2S1(=O)=O
  A: 90	B: -68	C: 0.6	D: 2

C[C@H](CO)N1C[C@H](C)[C@H](CN(C)S(=O)(=O)c2cccs2)OCc2ccccc2-c2c(n(C)c3ccccc23)C1=O
  A: 67	B: -79	C: -2.3	D: -7

CO[C@H]1CN(C)C(=O)c2cc(NC(=O)Nc3ccccc3)ccc2OC[C@@H](C)N(C(C)=O)C[C@@H]1C
  A: -70	B: 4	C: 0.9	D: 3

CC(C)NC(=O)N[C@H]1CC[C@H](CC(=O)NCc2ccc(Oc3ccccc3)cc2)O[C@H]1CO
  A: 3	B: 14	C: 0.8	D: .

O=C(Cc1ccccc1)N1CC[C@H]2[C@H](CO)Nc3ccc(Br)cc3[C@H]21
  A: 21	B: 19	C: -1.6	D: 16

C[C@@H]1CN([C@@H](C)CO)C(=O)c2cccc(NS(C)(=O)=O)c2O[C@H]1CN(C)S(=O)(=O)c1ccccc1
  A: -6	B: -9	C: 4.2	D: -2

CO[C@H]1CN(C)C(=O)c2ccc(NS(=O)(=O)CC(F)(F)F)cc2OC[C@H](C)N(C(=O)c2ccc3c(c2)OCO3)C[C@H]1C
  A: 15	B: 9	C: -0.1	D: 6

C[C@H]1CN([C@@H](C)CO)C(=O)Cc2cc(NS(=O)(=O)c3cn(C)cn3)ccc2O[C@@H]1CN(C)S(=O)(=O)c1cn(C)cn1
  A: 10	B: 17	C: 3.5	D: 2

CN1C(=O)c2cc(NC(=O)c3ccc(F)cc3)ccc2OC[C@H]2O[C@H](CC(=O)O)CC[C@@H]21
  A: -49	B: 10	C: -1.9	D: -1

C[C@@H]1CN([C@@H](C)CO)C(=O)Cc2cc(NC(=O)CCCCCC(=O)Nc3ccccc3N)ccc2O[C@@H]1CN(C)Cc1ccc(Oc2ccccc2)cc1
  A: 8	B: -65	C: 0.3	D: -11

COc1ccc(CN(C)C[C@H]2OCCCC[C@@H](C)Oc3ccc(NC(=O)Cc4ccccc4)cc3C(=O)N([C@@H](C)CO)C[C@H]2C)cc1
  A: 41	B: -68	C: 0.5	D: -3

CO[C@@H](CN(C)S(=O)(=O)c1ccccc1)[C@H](C)CN(Cc1ccccc1Cl)[C@@H](C)CO
  A: -31	B: -15	C: 0.8	D: .

C/C=C/c1ccc([C@H]2[C@@H](CO)N(Cc3cccnc3)C23CN(C(=O)CC)C3)cc1
  A: .	B: -19	C: 0.2	D: 6

High-throughput results (PubChem BioAssay)
